# Screens as filed in PubChem BioAssay.
# KOR beta-arrestin-1: KOR antagonists, beta-arrestin recruitment, cell-based, luminescence, uHTS (AID 1778). KOR beta-arrestin recruitment, luminescence, antagonist mode; higher % means a stronger effect. inhibition, % at 10 µM; hits with a dose series show IC50 in µM. hit rate 0.091% among 290,000; also: strong numbers were not always called active
# Dynein cargo inh: blocks dynein driven cargo transport along microtubules | 3617.4 mouse cells, GR-EGFP nuclear translocation imaging; test concentration mostly 20 µM; stimulated with dexamethasone, 1 µM; hits give low values | z-score, hits read low | hit rate 0.47% among 220,000;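 active = plate z-score of nuclear minus cytoplasmic receptor signal below a set negative limit, without overly bright fluorescence or cell loss, cut at about -3.5 in these data, passing the limit was not always enough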;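 also: z-score of nuclear minus cytoplasmic ring GR-EGFP intensity difference per well; some compounds called inactive have numbers as strong as hits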
#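 medium = tetracycline-free induction medium containing charcoal-stripped FBS | probe or stimulus = dexamethasone, 1.0 µM final | timing = 48 h induction, then 1 h compound, then 30 min agonist, 37 °C | detection = automated 10x imaging of fixed Hoechst-stained cells | read-out basis = nuclear versus cytoplasmic GR-EGFP signal, averaged per well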
# P. falciparum M1AAP: P. falciparum M1AAP inhibitors, biochemical, fluorogenic H-Leu-NHMec substrate, 1536-well (AID 1445). hit rate 0.42% among 220,000. one-dose inhibition, % at 30 µM; IC50 in µM for titrated hits. recombinant M1AAP, H-Leu-NHMec fluorogenic kinetic assay; higher % means a stronger effect;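 active = primary inhibition above the hit cutoff, then over 50% inhibition at one or more dose response concentrations, cut at about 23% in these data, passing the limit was not always enough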;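 also: plate controls were DMSO full reaction for no effect and no enzyme background for full effect; strong numbers were not always called active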
# GPR55 beta-arrestin: GPR55 agonists via beta-arrestin recruitment, primary screen, imaging, U2OS cells, beta-arrestin-GFP redistribution (AID 1961); U2OS GPR55 beta-arrestin-GFP redistribution imaging; higher % means a stronger effect; activation, % at 10 µM, or EC50 in µM where a hit was titrated; hit rate 0.048% among 290,000;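 active = activation above 40% with more than 50 cells counted in the well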;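 also: U2OS osteosarcoma cells stably expressing GPR55 and beta-arrestin-GFP; plate controls were DMSO negative control for no effect and LPI positive control for full effect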
# HEK293 NOD2/NF-kB: NOD2 signaling inhibitors, cell-based, luminescence, uHTS, HEK293 (AID 1566). HEK293 NOD2/NF-kB luciferase reporter, luminescence; higher % means a stronger effect. inhibition, % at 4 µM, or EC50 in µM where a hit was titrated. hit rate 0.63% among 290,000; also: many of its hits are not listed in these tables
# KOR beta-arrestin-2: KOR agonists, beta-arrestin recruitment, primary screen, cell-based, luminescence, uHTS (AID 1777); KOR beta-arrestin recruitment, luminescence; higher % means a stronger effect; hit rate 0.02% among 280,000; activation, % at 10 µM, or EC50 in µM where a hit was titrated; in the data active = activation above about 50%, passing the limit was not always enough; also: a part of the inactive calls stands beside numbers as strong as those of hits
# M17LAP inhibition: P. falciparum M17LAP inhibitors, primary screen, biochemical, fluorogenic H-Leu-NHMec substrate, 1536-well (AID 1619) | one-dose inhibition, % at 30 µM; IC50 in µM for titrated hits | recombinant M17LAP, H-Leu-NHMec fluorogenic kinetic assay; higher % means a stronger effect | hit rate 0.38% among 220,000;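 active = compound inhibiting the enzyme by more than half at any dose during confirmatory dose-response retesting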;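 also: plate controls were full reaction with DMSO carrier for no effect and no enzyme background for full effect; strong numbers were not always called active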
# NOD1 NF-kB reporter: inhibition of NOD1-driven NF-kB reporter – cell-based, luminescence, uHTS, primary screen (AID 1578); inhibition, % at 4 µM, or EC50 in µM where a hit was titrated; NOD1-driven NF-kB luciferase reporter cells, luminescence; higher % means a stronger effect; hit rate 1% among 290,000; in the data active = inhibition mostly above about 36%, no sharp cut-off; inactive = mostly below about 34%;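 also: HEK-293T reporter cells stimulated with the NOD1 agonist gamma-tri-DAP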
# AID2073: disruptors of CaV2.2 binding to Mint1 – biochemical, HTRF (AID 2073) | HTRF protein-protein interaction, Mint1-CaV2.2; higher % means a stronger effect | inhibition, % at 20 µM, or IC50 in µM where a hit was titrated | hit rate 0.19% among 290,000; in the data active = inhibition mostly above about 51%, no sharp cut-off; also: some results filed as inactive read as strong as hits
# Dynein cargo inh cytoplasmic EGFP: further read-out of Dynein cargo inh, marked with its call; z-score; measured here: cytoplasmic GR-EGFP intensity; hits give high values
# Dynein cargo inh nuclear GR-EGFP: second read-out of Dynein cargo inh, no call of its own (marks repeat the call); z-score; measured here: nuclear GR-EGFP intensity;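 lower value marks the stronger effect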
# Dynein cargo inh cell count: second read-out of Dynein cargo inh, no call of its own (marks repeat the call); z-score; measured here: cell count per field
# * hit, by the source's call; . = no result given; [ ] = another dose, or the depositor's remark. Rule as the data show it, unless noted: active = inhibition above about 50%; inactive = the rest. Only part of the results is shown; rates above refer to the full screens.
KOR beta-arrestin-1	Dynein cargo inh	Dynein cargo inh cytoplasmic EGFP	Dynein cargo inh nuclear GR-EGFP	Dynein cargo inh cell count	P. falciparum M1AAP	GPR55 beta-arrestin	HEK293 NOD2/NF-kB	KOR beta-arrestin-2	SMILES	M17LAP inhibition	NOD1 NF-kB reporter	AID2073
6%	0.073	-0.28	0.3	0.13	4%	-0.2%	-82%	-9.5%	COC(=O)c1[nH]c2cc(OC)ccc2c1NC(=O)CCN1CCN(c2cccc(C)c2C)CC1	19%	-122%	-9%
-28%	-0.9	-0.26	-0.33	0.57	5%	0.0%	3%	1.8%	CC1CN(Cc2nnc(-c3ccccc3)o2)CC(C)O1 (centres undefined)	3%	6%	4%
-37%[20 µM]	.	.	.	.	.	0.3%	14%	0.6%	COCC(=O)N1CCC(Oc2ccc(C(=O)N(C)C3CCCCC3)cc2)CC1	.	-3%	3%
-8%	0.82	-0.21	0.61	-1	5%	0.0%	0%	-0.5%	COC(=O)c1c(-c2cccc(C)c2)csc1N	89%	9%	16%
-10%	-0.29	-0.22	0.13	0.36	-2%	0.5%	14%	-0.2%	CCCCc1c(C)nc2ccc(Br)cc2c1SC(N)N	-3%	-37%	20%
10%	.	.	.	.	.	1.0%	-72%	3.0%	Cc1ccc(O)c(-c2cc(-c3ccc(F)cc3)no2)c1	.	-58%	25%
9%	.	.	.	.	.	0.4%	-4%	11%	N#Cc1c(C(F)(F)F)cc(-c2ccccc2)n(N)c1=O	.	-11%	1%
-18%[20 µM]	.	.	.	.	.	-0.1%	0%	-1.5%	Cc1ccc2c(c1)N(C(=O)CCC(=O)NC1CCC(C)CC1)CCO2 (centres undefined)	.	25%	6%
-8%	.	.	.	.	.	-0.1%	-22%	0.2%	CCOc1ccc(S(=O)(=O)N(CC)CC(=O)NCc2ccncc2)cc1	.	-12%	10%
-8%	.	.	.	.	.	0.5%	-33%	6.1%	COc1cccc(N(C(=O)c2ccco2)C(C(=O)NC2CCCC2)c2ccc(N3CCOCC3)cc2)c1 (centres undefined)	.	-17%	-8%
10%	-2	-0.025	-1.3	0.35	3%	1.3%	2%	2.6%	COc1ccc2c(c1)CC/C(=C/c1ccncc1)C2=O	16%	-14%	3%
-16%	-0.58	-0.17	0.14	0.49	3%	0.7%	6%	-1.5%	COc1ccc(CN2C(=O)c3cccnc3C2Nc2cc(Cl)ccc2OC)cc1 (centres undefined)	7%	-14%	5%
-39%	-0.99	-0.2	-0.21	-0.78	6%	-0.1%	-56%	3.6%	COc1cccc(NC(=O)c2cccc(OC)c2OC)c1	4%	-14%	3%
25%	.	.	.	.	.	-0.1%	5%	-1.4%	C/C(=N\NC(=O)c1nnn(-c2nonc2N)c1-c1ccc2c(c1)OCO2)c1ccc(F)cc1	.	-29%	7%
.	2.7	-0.52	1.7	-1.6	9%	-0.1%	-33%	0.8%	COc1cc(/C=C(\C#N)C(=O)Nc2ccc3c(c2)OCCO3)ccc1O	-13%	-2%	-41%
21%	-0.34	-0.33	-0.12	0.66	8%	-0.2%	9%	-2.1%	NC(=O)c1cc([N+](=O)[O-])ccc1NCc1cccnc1	8%	-13%	12%
-20%	.	.	.	.	.	0.6%	-11%	0.2%	CC(C)Cn1c(=O)c2ccccc2n2c(CCC(=O)NCC3CCCO3)nnc12 (centres undefined)	.	21%	17%
-24%	-0.16	-0.16	-0.049	-0.46	5%	-0.1%	3%	4.6%	CCOC(=O)N1CCN(c2c(N3CCN(c4cccc(C)c4C)CC3)c(=O)c2=O)CC1	10%	-7%	-5%
-17%	-0.46	-0.18	-0.16	0.63	0%	0.5%	4%	0.9%	O=C(O)c1ccc([N+](=O)[O-])c(CS(=O)(=O)c2ccc(Cl)cc2)c1	18%	-11%	3%
7%	0.48	-0.27	0.56	0.098	-4%	-0.3%	22%	8.9%	Cc1ccc(S(=O)(=O)N(C)C)cc1-n1c(SCC(=O)Nc2ccccc2)nc2ccccc2c1=O	13%	6%	3%
-31%	0.26	-0.36	0.62	0.38	6%	-0.1%	-2%	-4.1%	CCCCN(CC)C(=O)c1ccc(Cl)cc1	2%	-40%	-4%
-3%	-0.056	-0.21	0.0034	0.13	-2%	-0.1%	2%	7.2%	Cc1c(C)n(C(=O)CN2CCC(C(N)=O)CC2)c2ccccc12	1%	-23%	-6%
-10%	-0.4	-0.25	-0.062	0.062	4%	-0.3%	-20%	-1.4%	COc1cccc(CN(c2ccc3c(c2)CCC3)S(=O)(=O)c2ccc(-n3cnnn3)c(OC)c2)c1	-3%	-11%	3%
-24%	0.083	-0.26	0.16	0.037	1%	0.8%	-23%	2.2%	O=C(Nc1ccccc1)c1cccnc1NCCc1ccccc1	-1%	-14%	8%
3%	.	.	.	.	.	-0.3%	0%	-3.7%	COc1ccc(-n2nnnc2Sc2ccc(S(=O)(=O)N3CCOCC3)cn2)cc1	.	-18%	-10%
-22%	0.59	-0.21	0.39	0.14	6%	0.3%	10%	4.9%	COc1ccc(C)cc1NS(=O)(=O)c1cn(C)c(=O)n(C)c1=O	-5%	10%	-4%
-62%	.	.	.	.	.	-0.1%	-24%	1.5%	CC(C)(C)NC(=O)c1cccc2c1-c1ccccc1C2=O	.	4%	8%
1%	-0.55	-0.22	-0.23	0.74	8%	0.2%	9%	-2.5%	FC(F)(F)c1ccc(Cl)c(-n2c(-c3cc(C4CC4)[nH]n3)n[nH]c2=S)c1	6%	-8%	9%
-8%[20 µM]	.	.	.	.	.	-0.1%	3%	-2.5%	Cn1c(SCc2cccc(Br)c2)nc2c1c(=O)[nH]c(=O)n2C	.	-35%	-6%
5%	.	.	.	.	.	-0.1%	-33%	2.0%	COc1ccccc1CCC(=O)Nc1nccs1	.	-7%	13%
2%	0.82	-0.15	0.9	-1.7	-3%	-0.3%	15%	-7.9%	CCCSc1nc2ccsc2c(=O)n1CC	-3%	3%	2%
14%	0.11	-0.15	0.13	-0.33	12%	-0.1%	-4%	5.1%	Cn1cnnc1Sc1ccc(C(=O)NCCC23CC4CC(CC(C4)C2)C3)cc1[N+](=O)[O-]	-10%	13%	10%
-59%	1.1	-0.19	0.53	-1.3	11%	0.0%	-105%	-2.1%	O=C1NC(=Nc2ccc(O)cc2)S/C1=C\C=C\c1ccco1	16%	-6%	32%
-26%[20 µM]	.	.	.	.	.	-0.1%	-7%	-0.1%	Cc1ccc(S(=O)(=O)NC2CC(C)(C)NC(C)(C)C2)cc1	.	12%	-2%
-25%	.	.	.	.	.	0.6%	7%	4.8%	Cc1ccccc1NC(=O)c1cccc(N2C(=O)C3CCC(C)CC3C2=O)c1 (centres undefined)	.	-22%	5%
0%	.	.	.	.	.	-0.2%	19%	-3.7%	COc1ccc(-c2csc(NC(=O)CSc3nc4ccccc4c(=O)[nH]3)n2)cc1	.	-11%	10%

# Record cards, as listed above. Order of values: KOR beta-arrestin-1 | Dynein cargo inh | Dynein cargo inh cytoplasmic EGFP | Dynein cargo inh nuclear GR-EGFP | Dynein cargo inh cell count | P. falciparum M1AAP | GPR55 beta-arrestin | HEK293 NOD2/NF-kB | KOR beta-arrestin-2 | M17LAP inhibition | NOD1 NF-kB reporter | AID2073
# `O=C(Nc1ccccc1)c1cccnc1NCCc1ccccc1` across the screens: -24% | 0.083 | -0.26 | 0.16 | 0.037 | 1% | 0.8% | -23% | 2.2% | -1% | -14% | 8%
# `Cn1cnnc1Sc1ccc(C(=O)NCCC23CC4CC(CC(C4)C2)C3)cc1[N+](=O)[O-]` across the screens: 14% | 0.11 | -0.15 | 0.13 | -0.33 | 12% | -0.1% | -4% | 5.1% | -10% | 13% | 10%
# `CC(C)(C)NC(=O)c1cccc2c1-c1ccccc1C2=O` across the screens: -62% | . | . | . | . | . | -0.1% | -24% | 1.5% | . | 4% | 8%
# `COc1ccc(-c2csc(NC(=O)CSc3nc4ccccc4c(=O)[nH]3)n2)cc1` across the screens: 0% | . | . | . | . | . | -0.2% | 19% | -3.7% | . | -11% | 10%
# `Cc1c(C)n(C(=O)CN2CCC(C(N)=O)CC2)c2ccccc12` across the screens: -3% | -0.056 | -0.21 | 0.0034 | 0.13 | -2% | -0.1% | 2% | 7.2% | 1% | -23% | -6%
